HIF-2a block: inhibitors of HIF-2a. 786-0 RCC cells HIF-2a reporter, luciferase luminescence, overnight. inhibition, % at 18.8 µM. hit rate 0.72% among 360,000. AID 624352;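 active means inhibition of the luminescence signal of 40% or more relative to plate controls, in a single-dose primary screen at 18.75 µM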
NR2E3 ag-1: activates human photoreceptor nuclear receptor NR2E3. AID 2300. Q9Y5X4. GST-NR2E3/biotin-RetCOR TR-FRET, 1536-well. hit rate 0.12% among 320,000. inhibition of corepressor binding, % at 4.78 µM;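 active means percent inhibition above the cutoff of mean plus 3 SD of all tested compounds, set per screening campaign, cut at about 20% in these data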;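 further: 0% = DMSO wells and 100% = biotin wells as full block of FRET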
Target sequence (Q9Y5X4 whole entry, looked up): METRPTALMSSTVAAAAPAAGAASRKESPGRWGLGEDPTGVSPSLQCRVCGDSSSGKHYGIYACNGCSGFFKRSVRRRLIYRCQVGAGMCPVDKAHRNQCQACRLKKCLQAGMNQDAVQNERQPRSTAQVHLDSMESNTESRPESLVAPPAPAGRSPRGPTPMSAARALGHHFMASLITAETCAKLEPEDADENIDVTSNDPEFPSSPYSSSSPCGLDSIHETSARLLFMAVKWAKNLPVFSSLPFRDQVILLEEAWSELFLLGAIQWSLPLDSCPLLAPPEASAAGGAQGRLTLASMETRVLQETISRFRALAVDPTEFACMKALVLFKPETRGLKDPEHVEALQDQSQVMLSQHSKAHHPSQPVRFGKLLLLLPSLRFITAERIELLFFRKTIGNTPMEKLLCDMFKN
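Material – GST-tagged NR2E3 plus biotinylated RetCOR corepressor · Quantity – NR2E3 fusion 1.35 nM · Times – 5 h incubation at 4 °C · Medium – pH 7.5 Tris-based buffer · Technique – TR-FRET, Eu(K)-anti-GST donor, streptavidin-D2 acceptor, ex 340, em 617/671 nm · Benchmarks – high control biotin, low control 0.6% DMSO · Format – 1536-well plates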
NR2E3 ag-2: human photoreceptor-specific nuclear receptor agonism; hit rate 0.35% among 360,000; Q9Y5X4; CHO-S Gal4-NCOR/VP16-NR2E3 two-hybrid, luciferase; AID 602229; inhibition of corepressor binding, % at 3.98 µM;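 active means inhibition above the mean of all tested compounds plus 3 SD, cut at about 70% in these data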;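 further: 0% = DMSO with NR2E3 transfected cells and 100% = cells lacking NR2E3 construct; higher means lower luciferase signal from less NR2E3 corepressor binding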
HTR2A ag: agonists of mouse serotonin 5-HT2A receptor (HTR2A); P35363; CHO-K1 mHTR2A beta-arrestin complementation, luminescence; percent of 30 µM serotonin response; activation, % at 7.6 µM; hit rate 0.66% among 360,000;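 active means activation above a run cutoff, the mean activation of all tested compounds plus 3 SD, cut at about 14% in these data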;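 further: 0% = plate median of compound wells and 100% = 30 µM serotonin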
iPSC survival up: increases survival of single human iPS cells | hiPSC single-cell survival, ATPlite luminescence; 100% = ROCK inhibitor wells, 0% = DMSO | survival enhancement, % at 20 µM | hit rate 0.044% among 360,000; in the data active means survival enhancement above about 18%;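 further: cells exposed to compounds for 16 hours before the ATP read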
Peg3 prom inh: Peg3 promoter activity inhibition. inhibition, % at 20 µM. hit rate 1.7% among 360,000. HeLa PEG-Prom luciferase reporter, luminescence, overnight;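 active means inhibition of at least 50% at 20 µM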
H9c2 protect: protects H9c2 cardiomyocytes from peroxide injury; H2O2 injury protection, ATPLite, 2 h; protection from H2O2 cell death, % at 20 µM; hit rate 0.63% among 360,000;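 active means compounds giving at least 50% protection of heart cells from peroxide-induced death in the single-dose screen, raw or plate-pattern-corrected value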;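 further: 0% = DMSO wells with peroxide and 100% = DMSO wells without peroxide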
MITF TRPM1 inh: MITF TRPM1 promoter inhibition in SK-MEL-5 cells; hit rate 0.83% among 330,000; inhibition, % at 12.5 µM; SK-MEL-5 TRPM1 promoter luciferase, 24 h;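 active means mean inhibition across replicates of 60% or more, whatever share of single replicates reaches that level; inconclusive means some that reach 60%, reason not given; inactive means mean inhibition across replicates below 60%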; further: values of inactives mirror those of a sister screen read the other way
Shn3 inh set2: inhibitors of Schnurri-3 3'UTR reporter in osteoblasts. Clone20 osteoblast Shn3 3'UTR firefly luciferase, 24 h. inhibition, % at 12.5 µM. hit rate 0.52% among 360,000. AID 588674;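 active means mean inhibition of at least 75% with every replicate also reaching 75%; inconclusive means mean inhibition at least 75% but some replicate below; inactive means mean inhibition below 75%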;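 further: 0% = median of neutral control wells and 100% = pilot-screen positive control compound; some compounds past the cut are filed as inactive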
CaV13 FRET inh: Disruptors of the CACNA1D IQ motif to Ca2+-dependent inactivation inhibitor domain association, primary screening, Förster resonance energy transfer in intact living …; HEK cells, CFP/YFP FRET ICDI-IQ, plate reader, 10 min; percent FRET-ratio fall versus neutral wells; inhibition, % at 12.3 µM; hit rate 0.098% among 340,000;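 active means mean replicate inhibition of at least 30% and at least 1% of replicates passing that level; inconclusive means only one of the two criteria is met; inactive means neither criterion is met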;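 further: 0% = median of the neutral control wells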
PDI turbidity: inhibitors of human protein disulfide isomerase | PDI insulin aggregation turbidity, A650, 90 min | inhibition, % at 10 µM | hit rate 0.052% among 350,000 | AID 588391;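 active means mean inhibition across replicates of 30% or more, whatever share of single replicates reach that level; inconclusive means mean inhibition below 30% while every single replicate reaches 30%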;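 further: absorbance from insulin aggregation driven by PDI reduction with DTT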
Target sequence (P07237 whole entry, looked up): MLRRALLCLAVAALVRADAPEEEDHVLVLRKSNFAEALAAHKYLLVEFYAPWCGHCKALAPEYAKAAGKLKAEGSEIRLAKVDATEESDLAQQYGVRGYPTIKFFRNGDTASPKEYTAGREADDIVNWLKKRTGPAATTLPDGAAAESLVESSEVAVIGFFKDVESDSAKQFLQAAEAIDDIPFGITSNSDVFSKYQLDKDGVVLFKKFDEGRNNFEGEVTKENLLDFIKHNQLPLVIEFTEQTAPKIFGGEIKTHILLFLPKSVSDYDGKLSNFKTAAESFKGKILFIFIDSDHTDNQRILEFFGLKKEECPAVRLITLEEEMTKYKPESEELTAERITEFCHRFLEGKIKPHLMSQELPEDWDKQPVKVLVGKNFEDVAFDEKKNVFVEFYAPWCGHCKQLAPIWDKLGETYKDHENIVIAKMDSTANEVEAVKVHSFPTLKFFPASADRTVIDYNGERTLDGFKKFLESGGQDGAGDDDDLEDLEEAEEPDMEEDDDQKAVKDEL
Active calls of the source: *; ? = inconclusive; . = no result given.

SMILES | HIF-2a block | NR2E3 ag-1 | NR2E3 ag-2 | HTR2A ag | iPSC survival up | Peg3 prom inh | H9c2 protect | MITF TRPM1 inh | Shn3 inh set2 | CaV13 FRET inh | PDI turbidity
Cc1ccc(NCc2cccnc2)cc1 | -6 | 2 | 5 | -2 | 0.9 | 15 | -4 | -4 | -13 | . | -1
CC(C)(C)CNC(=O)c1cccc2c1C(=O)c1ccc(-c3cc4ccccc4o3)cc1S2(=O)=O | 3 | . | 16 | 0 | 1.3 | 46 | 10 | 6 | -8 | -11 | -3
Cc1ccc(C(=O)NC(=S)Nc2cc(C(F)(F)F)ccc2Cl)cc1 | 12 | 1 | -16 | 3 | 0.8 | 10 | -10 | 20 | 9 | -5 | 5
Cc1ccc(S(=O)(=O)N2CCCN(S(=O)(=O)c3ccc(C)c(C)c3)CC2)cc1C | 7 | 1 | 13 | 3 | -0.6 | 18 | -10 | -11 | 44 | -9 | 7
O=C(NCC1CCCO1)c1cccc(S(=O)(=O)Nc2ccccc2Cl)c1 (centres undefined) | 3 | . | 31 | -6 | 1.0 | 2 | 10 | . | -2 | -5 | -44
Cc1ccc(C(=O)NC(=S)N2CC(C)OC(C)C2)cc1[N+](=O)[O-] (centres undefined) | -5 | 1 | 5 | 7 | -0.1 | 13 | 4 | -5 | -26 | -4 | -5
CC(NC(=O)C1CC12CCC2)c1ccccc1 (centres undefined) | 14 | 5 | -14 | 3 | -0.7 | 3 | 3 | 17 | 17 | -5 | -10
Cc1ccc(S(=O)(=O)c2c(C)nn(C(C)(C)C)c2OC(=O)c2cccs2)cc1 | -25 | 4 | 10 | -7 | -3.0 | 40 | -19 | 2 | -2 | -1 | 11
COC(=O)c1cc(N=Nc2c(C)[nH]c3ccccc23)cc(C(=O)OC)c1 | 3 | 0 | 2 | -1 | -0.7 | 12 | -2 | 2 | 10 | 5 | 1
COc1cccc(C=NNC(=O)C(C)SC(C)C(=O)NN=Cc2cccc(OC)c2)c1 (centres undefined) | 3 | . | -17 | -2 | 0.2 | 6 | -9 | 9 | -7 | -6 | -5
COc1ccc(C(=O)N(C)C2CCCN(Cc3ccccc3F)C2)cc1C (centres undefined) | 17 | 1 | 7 | -3 | -0.3 | 0 | 8 | 3 | -1 | -2 | -10
COc1ccc2oc(-c3cccc(NC(=O)CSc4ccc(Cl)cc4)c3)nc2c1 | -180 | 3 | -92 | 3 | 0.5 | -221 | -10 | -51 | -47 | -5 | -1
NC(=O)CSc1nc2ccccc2c(=O)n1-c1ccccc1 | 5 | -1 | -19 | 4 | 0.7 | 16 | 2 | 15 | -4 | 4 | -1
CCOC(=O)Cc1c(C)nc2c(-c3ccc(Cl)cc3)c(C)nn2c1C | 27 | 4 | -2 | 2 | 0.3 | 28 | -2 | 16 | 25 | -7 | 4
CC12CCC(=O)N1C(C(=O)Nc1ccc(Cl)c(S(=O)(=O)N3CCCCC3)c1)CS2 (centres undefined) | 16 | -3 | -13 | 1 | 0.2 | 21 | -8 | 11 | 5 | -7 | -2
CCCN(CC(=O)Nc1ccccc1C)C(=O)c1cccc(S(=O)(=O)N2CCN(c3ccccc3)CC2)c1 | 25 | 3 | 10 | 0 | -0.4 | 31 | -6 | 9 | 33 | -16 | 7
O=[N+]([O-])c1ccc(O)c(/C=N/Nc2ccccn2)c1 | -100 | -2 | 25 | 2 | -1.8 | 33 | 26 | 65* | 75 | -3 | 2
C[C@@H](C(=O)N1CCNCC1)n1cc(CCCN=C(N)N)nn1 | -6 | 0 | 4 | 5 | 0.3 | -6 | 4 | -12 | -7 | -2 | -3
CCCCOC(=O)CSc1nnc(N)s1 | 10 | 1 | -4 | 2 | -0.6 | 13 | 5 | -13 | -2 | -4 | 5
CC1=CCC[C@@H]2[C@@](C)(CC/C(C)=C/C(=O)O)[C@H](C)CC[C@@]12C | 5 | -1 | 18 | -2 | 6.7 | 4 | 0 | -3 | -10 | -4 | -3
CN(C)S(=O)(=O)c1ccc(NC(=O)N2CCOCC2)cc1 | 9 | 7 | 0 | -1 | 4.1 | 13 | -1 | -4 | 15 | -2 | -7
COc1cc(C2=NOC(C(=O)NCc3ccco3)C2)cc(OC)c1OC (centres undefined) | 28 | 2 | -41 | 3 | 0.9 | 26 | -1 | -4 | 2 | -3 | -2
CC(C)CCNC(=O)c1cc2c(=O)[nH]c3ccccc3c2s1 | -20 | 1 | -14 | 0 | -0.3 | -2 | -4 | -12 | ? | -19 | -14
Cc1nn(-c2ccccc2)c2sc(C(=O)N(CC(=O)NC(C)(C)C)Cc3ccco3)cc12 | 11 | 2 | -5 | -5 | 1.0 | 37 | 10 | 0 | 7 | -2 | -10
O=C(Cc1ccccc1)NNC(=O)C1CC=CCC1 (centres undefined) | 8 | -1 | 2 | 4 | -0.1 | -11 | 4 | -9 | -4 | -3 | -23

Reformatted with values under each structure: part of the list above
The line under a structure holds: HIF-2a block, NR2E3 ag-1, NR2E3 ag-2, HTR2A ag, iPSC survival up, Peg3 prom inh, H9c2 protect, MITF TRPM1 inh, Shn3 inh set2, CaV13 FRET inh, PDI turbidity
> CC1=CCC[C@@H]2[C@@](C)(CC/C(C)=C/C(=O)O)[C@H](C)CC[C@@]12C
  5, -1, 18, -2, 6.7, 4, 0, -3, -10, -4, -3
> CN(C)S(=O)(=O)c1ccc(NC(=O)N2CCOCC2)cc1
  9, 7, 0, -1, 4.1, 13, -1, -4, 15, -2, -7

The list continues:
SMILES | HIF-2a block | NR2E3 ag-1 | NR2E3 ag-2 | HTR2A ag | iPSC survival up | Peg3 prom inh | H9c2 protect | MITF TRPM1 inh | Shn3 inh set2 | CaV13 FRET inh | PDI turbidity
CNc1snc(C)c1C(=O)OC(C)C(=O)Nc1cccc(OC)c1 (centres undefined) | 17 | 2 | 4 | 5 | -0.4 | 3 | -6 | 13 | 33 | -5 | -6
COc1ccc(NS(=O)(=O)c2ccc(NC(=S)NC(=O)c3cccc(F)c3)cc2)nn1 | 21 | 1 | -4 | 2 | 1.6 | 6 | 3 | -8 | 4 | -4 | -4
CCOc1ccc(-c2ccc(SCC(=O)NCC3CCCO3)nn2)cc1 (centres undefined) | -170 | 0 | -47 | 0 | -0.9 | -183 | -16 | -38 | -47 | -19 | -3
Cc1ccc(S(=O)(=O)N2CCCCC2)cc1NC(=O)CSc1nnc(N)s1 | 11 | 2 | 8 | -2 | 0.6 | 1 | -6 | -10 | 7 | 5 | 1
O=C(OCC#CCSc1nnc(-c2cccc3ccccc23)o1)c1ccc2ccccc2c1 | -37 | . | -7 | -1 | 0.5 | -46 | -14 | -15 | -10 | -5 | 7
O=[N+]([O-])c1ccc2c(c1)[nH]c(=S)n2-c1ccccc1 | -28 | 2 | -4 | 5 | -0.8 | -2 | -1 | 13 | -12 | . | -3
CC(=O)c1cccc(NS(=O)(=O)c2ccc(N/C=C/C(=O)c3ccc(F)cc3)cc2)c1 | 5 | 2 | 18 | -2 | 0.7 | -2 | -29 | 18 | 73 | -4 | 14
Cc1ccc2nc(N3CCN(C(=O)c4cccs4)CC3)c(C#N)cc2c1 | -20 | -1 | -33 | 0 | -2.0 | -3 | 7 | 7 | 4 | 1 | -1
Cc1oc2cc3oc(=O)c(CCC(=O)NC4CC4)c(C)c3cc2c1C | -159 | 0 | 22 | 10 | 2.2 | -103 | -15 | -26 | 52 | . | .
CC(=O)c1cccc(N2C(=O)CC(N3CCN(S(=O)(=O)c4ccccc4F)CC3)C2=O)c1 (centres undefined) | 13 | . | 6 | 5 | 0.5 | 14 | 3 | -5 | -8 | -7 | 8
S=C(NCc1ccccc1)NCc1ccc(Cl)cc1 | 23 | . | -11 | -6 | -0.4 | 10 | -2 | 2 | -4 | -6 | 4
C=CCOCCN1C(=O)C2C3C=CC(C2C1=O)C1C2C(=O)N(CCOCC=C)C(=O)C2C31 (centres undefined) | 7 | 3 | -19 | 5 | -0.3 | 10 | -13 | -6 | 8 | -18 | 0
O=C(Nc1ccccc1NC(=O)C1CCCO1)c1ccco1 (centres undefined) | 13 | 0 | -7 | 0 | 0.0 | -5 | 2 | -1 | -8 | -4 | -27
CN(C)S(=O)(=O)Oc1ccccc1C(=O)Nc1ccc(F)cc1F | 21 | 2 | -28 | 0 | -0.8 | 17 | -4 | -6 | -14 | 29 | 15
COc1cc(NC(=O)COc2ccc(-n3cnnn3)cc2)c(OC)cc1Cl | 14 | -3 | -28 | 8 | 0.4 | 59* | -17 | 11 | 7 | -4 | -4
COc1cccc(C(=O)/C=C/Nc2ccc(S(=O)(=O)Nc3ncccn3)cc2)c1 | 4 | -1 | -61 | -4 | 2.6 | -8 | -9 | 0 | -7 | -20 | -2
CCCCNC(=O)C1(C)CCN1C(=O)c1cccnc1Oc1ccccc1 (centres undefined) | 9 | . | -15 | -4 | -1.4 | 12 | 0 | . | -18 | -5 | 16
CC1(C)CC(NC(=O)C2CCN(S(=O)(=O)c3ccc(Cl)c(C(F)(F)F)c3)CC2)CC(C)(C)N1 | 8 | . | 6 | -4 | 1.3 | 0 | -17 | . | -9 | -17 | 2
N/C(=N\c1nc2ccccc2o1)NC(=O)c1ccccc1 | -248 | -3 | -48 | 0 | 7.2 | -201 | -1 | -51 | -80 | -4 | 3
CCOC(=O)c1c(C)[nH]c(C(=O)CSc2nnc(Nc3ccccc3F)s2)c1C | -32 | 0 | -22 | -3 | 2.2 | 8 | 3 | -11 | 11 | -18 | 1
CCCn1c(=O)c(C(=O)Nc2cccc(C)n2)c(O)c2ccccc21 | -37 | 1 | -57 | 4 | -0.1 | -25 | -1 | 3 | -37 | -2 | -1
O=C(CSc1nnc(-c2ccccc2)c(-c2ccccc2)n1)Nc1ncc(Cl)cc1Cl | 13 | 1 | -2 | -3 | 1.2 | 1 | 7 | -6 | 24 | -4 | 10
CNC(=O)CCCCC(=O)N/N=C/c1ccc(Cl)cc1Cl | 0 | -1 | -4 | 2 | -0.4 | 0 | 2 | 4 | -13 | 3 | -4
O=C(Cn1cc(Cl)ccc1=O)c1ccc(Cl)cc1 | -27 | 2 | 1 | 4 | -0.7 | -16 | 6 | 1 | 2 | -3 | -5
O=C(N/N=C/c1ccco1)c1cccc(S(=O)(=O)Nc2ccccc2Cl)c1 | 2 | -1 | 18 | -1 | -0.6 | 9 | -6 | -15 | 12 | -3 | 4
COc1ccc(/C=C/C(=O)Nc2ccc(S(=O)(=O)Nc3onc(C)c3C)cc2)cc1OC | 11 | 2 | -1 | 12 | -0.5 | 19 | -3 | -8 | -5 | -2 | 4
C=CCC1S/C(=N/N=C/c2cccs2)NC1=O (centres undefined) | -22 | 2 | -33 | 10 | -0.3 | -6 | 2 | -2 | -11 | -15 | 5
O=C(CC(=O)N/N=C\c1ccc(F)cc1)NCCc1ccccc1 | 8 | 3 | -18 | -4 | -0.8 | 7 | -2 | -5 | -5 | -5 | 1

Assay outcomes (PubChem)
